RTF Ca sens act – cardiac RTF calcium sensitivity activators, primary screen, biochemical, IANBD-TnC fluorescence, EC20 calcium; AID 493008, 2010; 340,000 tested, 0.24% active; activation, % at 7.2 µM; Troponin I, cardiac muscle (Homo sapiens) + Troponin T, cardiac muscle (Homo sapiens) + …; IANBD-labeled TnC RTF fluorescence at EC20 calcium; 0% EC20 calcium, 100% full calcium;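 active means activation above the mean over all tested compounds plus 3 SD, cut at about 30% in these data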;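 further: rise in fluorescence read as greater calcium sensitivity of cardiac thin filaments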
RTF Ca sens inh – cardiac RTF calcium sensitivity inhibitors, primary screen, biochemical, IANBD-TnC fluorescence, EC70 calcium; Troponin I, cardiac muscle (Homo sapiens) + Troponin T, cardiac muscle (Homo sapiens) + …; IANBD-labeled cardiac RTF, Ca2+ fluorescence; inhibition, % at 7.15 µM; 340,000 tested, 0.12% active;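 active means inhibition above the mean inhibition of all tested compounds plus 3 SD, cut at about 17% in these data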;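 further: assay run at fixed EC70 calcium of 1.6 mM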
CAL PDZ FP-1 – CAL PDZ peptide-binding inhibitors, primary screen, biochemical, fluorescence polarization, Cer-tagged CAL PDZ, HTS. purified CAL PDZ, TMR-peptide fluorescence polarization, 1 h. inhibition, % at 20 µM. 330,000 tested, 0.02% active. AID 504414, 2011;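 active means highest replicate inhibition of at least 40%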;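 further: plate controls were DMSO neutral control wells for no effect and unlabeled competitor peptide control wells for full effect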
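material = purified tagged CAL PDZ domain construct (CerCALP) | compound dosing = 20 µM, one dose | times = 1 h at RT | measured by = fluorescence polarization from S- and P-plane intensities, G-factor corrected | read-out = inhibition from polarization loss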
Rtt109 Vps75 – inhibitors of C. albicans Rtt109/Vps75 HAT, primary screen, biochemical, ThioGlo CoA-SH fluorescence, plate reader. 330,000 tested, 0.16% active. AID 540336, 2011. inhibition, % at 34.9 µM. purified Rtt109/Vps75, 4 h;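 active means inhibition of at least 50% in every replicate; inconclusive means best replicate reaches 50% inhibition but some replicates fall short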
Target sequence (Q5AAJ8 whole entry, looked up): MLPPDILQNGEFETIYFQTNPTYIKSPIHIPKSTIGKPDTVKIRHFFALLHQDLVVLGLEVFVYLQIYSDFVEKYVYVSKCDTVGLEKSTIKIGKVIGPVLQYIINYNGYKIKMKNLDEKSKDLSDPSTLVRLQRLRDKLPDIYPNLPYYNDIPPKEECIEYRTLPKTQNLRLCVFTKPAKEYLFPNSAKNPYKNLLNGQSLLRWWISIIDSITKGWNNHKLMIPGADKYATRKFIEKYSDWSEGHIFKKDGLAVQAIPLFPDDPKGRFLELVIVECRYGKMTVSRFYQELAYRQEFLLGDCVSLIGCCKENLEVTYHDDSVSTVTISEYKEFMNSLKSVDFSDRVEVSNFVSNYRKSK
SR-BI uptake up – activators of SR-BI mediated DiI-HDL uptake, primary screen, ldlA[mSR-BI] CHO cells, DiI fluorescence; 3 h; 100 = double the neutral-control signal; activation, % at 12.5 µM; 320,000 tested, 0.096% active; AID 504775, 2011;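 active means mean replicate activation of at least 60% and every replicate at or above 60%; inconclusive means mean or all-replicate condition met, but not both; inactive means mean below 60% and not all replicates reaching 60%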;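 further: 0% = median plate neutral-control signal and 100% = twice that signal; values of inactives mirror those of a sister screen read the other way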
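Test system: SR-BI-overexpressing, LDLR-lacking CHO cells. Measured by: DiI fluorescence, bottom read. Medium: Ham's F12 with 0.5% BSA, HEPES 25 mM, pH 7.4. Timing: 3 h uptake period with compound, 37 °C.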
Keap1-Nrf2 PPI – Keap1-Nrf2 protein-protein interaction inhibitors, primary screen, biochemical, fluorescence polarization, single point; Kelch-like ECH-associated protein 1 (Homo sapiens), Q14145; Keap1 Kelch-Nrf2 peptide fluorescence polarization, 1536-well; inhibition, % at 9.4 µM; 340,000 tested, 0.15% active; in the data active means inhibition above about 12%; inconclusive means no clear call, values can overlap the other calls; inactive means below about 7.3%;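 further: human Keap1 Kelch domain with fluorescein labeled Nrf2 9mer peptide probe; 0% = neutral control wells and 100% = peptide positive control; higher means more block of Keap1 binding to Nrf2 peptide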
DAGLB inhibitor – DAGLB lipase inhibitors, primary screen, biochemical, fluorescence, HTS. AID 504411, 2011. HEK293T DAGLB membrane lysate, EnzChek fluorogenic substrate. inhibition, % at 5.17 µM. 340,000 tested, 0.059% active; in the data active means inhibition above about 34%;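 further: 0% = enzyme with vehicle and 100% = wells lacking enzyme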
PKA-R2B act – activators of PKA-R2B holoenzyme, primary screen, biochemical, fluorescence polarization, Cy5-IP20, human | AID 504700, 2011 | cAMP-dependent protein kinase catalytic subunit beta (Homo sapiens) + cAMP-dependent … | 340,000 tested, 0.079% active | PKA-R2B holoenzyme dissociation; R2B truncated from residue 108, S112A mutant; 0% DMSO only, 100% 113 µM cGMP | activation, % at 11.4 µM;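 active means activation above a cutoff set at the mean over all compounds plus 3 SD, cut at about 18% in these data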;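 further: higher means more holoenzyme dissociation and a rise in polarization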
Target sequence (P31323 whole entry, looked up, other chains not shown, the tested form may be a part): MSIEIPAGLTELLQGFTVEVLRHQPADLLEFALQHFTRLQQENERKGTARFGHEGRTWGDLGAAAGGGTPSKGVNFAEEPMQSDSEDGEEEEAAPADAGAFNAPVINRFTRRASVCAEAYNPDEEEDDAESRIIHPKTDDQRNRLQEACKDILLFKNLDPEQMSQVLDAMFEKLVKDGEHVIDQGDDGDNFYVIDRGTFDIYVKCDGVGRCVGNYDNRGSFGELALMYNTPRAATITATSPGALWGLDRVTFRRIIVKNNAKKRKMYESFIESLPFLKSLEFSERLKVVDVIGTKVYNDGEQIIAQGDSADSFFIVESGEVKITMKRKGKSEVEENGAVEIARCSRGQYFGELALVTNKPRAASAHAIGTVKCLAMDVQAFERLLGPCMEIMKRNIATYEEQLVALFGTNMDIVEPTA
CAL PDZ FP-2 – untagged CAL PDZ binding inhibitors, primary screen, biochemical, fluorescence polarization, HTS; Golgi-associated PDZ and coiled-coil motif-containing protein (Homo sapiens), Q9HD26; purified CAL PDZ, TMR-peptide fluorescence polarization, 1 h; inhibition, % at 24.9 µM; 300,000 tested, 0.92% active; AID 602252, 2012;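 active means mean inhibition of at least 30% with at least half of replicates also reaching 30%; inconclusive means no clear call, values can overlap the other calls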;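 further: 0% = DMSO neutral control and 100% = excess unlabeled competitor peptide PRC23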
LANA DNA inh – inhibitors of KSHV C-LANA binding to DNA, primary screen, biochemical, fluorescence polarization, FAM-LBS DNA, MBP-C-LANA, single point. AID 504423, 2011. Kaposi's sarcoma herpesvirus LANA C-terminal domain (residues 932-1162) DNA binding. 340,000 tested, 0.078% active. inhibition, % at 9 µM;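 active means highest replicate inhibition at or above 60% at 9 µM, even if other replicates fall short; inactive means all replicates below 60% inhibition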;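 further: 0% = neutral control wells and 100% = 4 µM acridine orange control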
An asterisk follows results filed as active; ? = inconclusive; . = not tested or not shown. Hits appear at their usual frequency, and some 1.6% of all compounds hit somewhere here.

molecule,RTF Ca sens act,RTF Ca sens inh,CAL PDZ FP-1,Rtt109 Vps75,SR-BI uptake up,Keap1-Nrf2 PPI,DAGLB inhibitor,PKA-R2B act,CAL PDZ FP-2,LANA DNA inh
CC1(c2ccccc2Cl)NC(=O)N(CC(=O)N2c3ccccc3NC(=O)C2(C)C)C1=O (centres undefined),-5,-1,-0.5,3,8,-2,1,-4,3,-1.4
COc1ccc(Cl)cc1NC(=O)CSc1nc(N2CCOCC2)nc(N2CCOCC2)n1,-5,-4,-2.4,0,-40,-3,0,-12,0,0.3
O=C(NNc1ccc(F)cc1)c1c(F)cccc1Cl,2,1,0.6,13,16,-6,-2,-6,1,-0.1
COc1ccccc1NS(=O)(=O)c1cc(NC(=O)Cc2n[nH]c(=O)c3ccccc23)ccc1Cl,1,2,-3.2,0,-11,4,4,-12,-8,4.3
CCc1ccccc1NC(=O)CN1CCN(CC(=O)Nc2cc(C)ccc2OC)CC1,6,-11,-0.8,-6,-19,0,-3,-9,0,-1.7
CCc1cc(C(=O)NCC(c2ccco2)N2CCCCC2)sc1C (centres undefined),4,4,1.2,5,-6,-3,2,-1,2,-1.5
Nc1nc(N(Cc2ccccc2)Cc2ccccc2)nc(C(F)(F)F)n1,-3,-10,0.1,6,5,5,-4,-4,.,0.7
Cc1cnc(C(=O)OCC(=O)Nc2cc(-c3cc(C)c(C)cc3C)nn2-c2ccccc2)cn1,-6,3,-1.8,24,4,-4,1,-6,0,-1.4
Cc1cccc(N2CN=C3SCC(=O)N3C2)c1,7,-11,1.2,-2,-21,-5,3,-8,-1,-0.9
Cc1ccc(C)c(OCCC(=O)Nc2cccc(S(=O)(=O)N3CCCCC3)c2)c1,-3,-3,-1.1,-5,-37,1,-11,-12,-3,1.0
COCCCN1C(=O)C(=O)/C(=C(/O)c2ccc(OC(C)C)cc2)C1c1ccncc1 (centres undefined),-2,-6,-2.0,16,-2,-2,-3,-3,5,0.6
Cc1ccc(OCC(=O)Nc2cccc(S(=O)(=O)N3CCOCC3)c2)c([N+](=O)[O-])n1,-1,-20,-0.4,7,6,4,0,2,-1,0.4
Cc1ccccc1NC(=O)Cc1nc(COC(=O)c2ccc(O)cc2O)cs1,-5,0,-2.6,3,-15,0,-2,-7,1,-1.4
CCc1cccc(C)c1N1C(=O)CN(Cc2ccccc2)C1=S,2,-2,-0.4,1,-1,-4,-15,-6,26,-0.9
CCOc1ccc2nc(SCC(=O)c3ccccc3)sc2c1,-1,-2,-5.7,0,-7,3,-15,-9,-1,-1.7
CN(Cc1ccccc1)C(=O)c1ccccc1-c1ccccc1,-3,-8,-0.8,-9,-9,-2,-5,-1,.,-2.3
COc1ccc(CN=Cc2c(C(=O)O)[nH]c3ccccc23)cc1,2,-11,-0.7,1,.,-1,0,-1,.,-0.7
CCOC(=O)N1CCN(C(=O)Cn2c(C)cc3ccccc3c2=O)CC1,3,-9,-2.3,6,25,0,-3,-9,-4,-1.8
COc1ccc(CN2CCNC(=O)C2CC(=O)N(C)Cc2nc(C)cs2)c(OC)c1 (centres undefined),-3,-11,-1.7,19,20,-5,-3,-14,0,-0.3
O=C(Cc1ccc(Cl)cc1)SCc1ccccc1,6,2,-1.1,-16,-5,-1,-8,-9,-1,-0.6

Rewritten as labelled records: part of the list above
SMILES: CCOc1ccc2nc(SCC(=O)c3ccccc3)sc2c1
  RTF Ca sens act = -1
  RTF Ca sens inh = -2
  CAL PDZ FP-1 = -5.7
  Rtt109 Vps75 = 0
  SR-BI uptake up = -7
  Keap1-Nrf2 PPI = 3
  DAGLB inhibitor = -15
  PKA-R2B act = -9
  CAL PDZ FP-2 = -1
  LANA DNA inh = -1.7

SMILES: CN(Cc1ccccc1)C(=O)c1ccccc1-c1ccccc1
  RTF Ca sens act = -3
  RTF Ca sens inh = -8
  CAL PDZ FP-1 = -0.8
  Rtt109 Vps75 = -9
  SR-BI uptake up = -9
  Keap1-Nrf2 PPI = -2
  DAGLB inhibitor = -5
  PKA-R2B act = -1
  CAL PDZ FP-2 = .
  LANA DNA inh = -2.3

Further entries:
molecule,RTF Ca sens act,RTF Ca sens inh,CAL PDZ FP-1,Rtt109 Vps75,SR-BI uptake up,Keap1-Nrf2 PPI,DAGLB inhibitor,PKA-R2B act,CAL PDZ FP-2,LANA DNA inh
Cc1ccc(NC(=O)c2ccc(S(=O)(=O)N3CCCCC3)cc2)nc1,-1,-3,-2.1,-3,.,-8,-2,-3,-1,-0.9
Cc1ccc(C(=O)N2CCC(n3nccc3NC(=O)c3ccccc3C)CC2)cn1,-1,-8,-0.9,-9,-3,-5,-2,0,2,0.5
Cn1c(=Nc2ccccc2)sc2ccccc21,-3,-1,0.3,-2,-14,-5,-3,10,9,-6.9
O=C(CCCc1ccccc1)NC1CCSC1=O (centres undefined),-4,-4,-0.1,-2,4,1,-1,10,-4,0.2
N#Cc1c(-c2ccc(F)cc2)c2c([nH]c1=O)-c1ccccc1OC2,0,-9,-6.8,5,-15,-4,24,2,.,-1.2
Cc1ccc(C(=O)NCCCN2CCOCC2)cc1,2,-15,0.6,1,18,-1,-1,-4,-2,0.5
Cc1ccc(CNc2oc(-c3ccco3)nc2C#N)cc1,5,5,-1.3,1,20,2,-1,1,-4,0.4
CC1CN(S(=O)(=O)c2cccc(C(=O)NCCc3ccc(S(N)(=O)=O)cc3)c2)CC(C)O1 (centres undefined),-7,7,-0.2,8,-61,-5,-1,-6,.,-0.1
CCCCCCCN1C(N(C)C)=NC[C@@H]1Cc1ccccc1,-1,-8,-1.2,-1,-3,-2,3,1,-8,0.0
O=C(O)CCc1nc2cc(Cl)ccc2n(Cc2ccccc2)c1=O,-2,-4,-0.5,-10,14,0,-3,-11,.,-0.3
COc1cccc(NC(=O)CN(C)C(=O)c2c(C)nn(-c3ccccc3)c2Cl)c1,4,4,-0.5,-5,-7,-2,-2,-5,-4,0.3
CCOc1ccc(NC(=O)CN(C)C(=O)CC2OC(=O)c3ccccc32)cc1OCC (centres undefined),1,-17,-1.9,5,-1,-3,0,-1,-1,0.3
Cc1ccnc(N2CCCC(C(=O)Nc3ccc(C)c(C)c3)C2)n1 (centres undefined),-3,8,-1.5,1,-11,-1,-3,-5,0,-0.4
COc1ccccc1NC(=O)c1ccc(NC(=O)COC(=O)C(C)C)cc1,-4,1,-3.1,6,4,-2,-2,3,0,0.4
O=C(NCCCN1CCCC1=O)c1cc(S(=O)(=O)N2CCOCC2)ccc1Cl,7,-8,-1.9,5,21,-6,1,-4,0,0.9
CCN(CC)S(=O)(=O)c1ccc(N2CCN(C)CC2)c(NC(=O)Nc2ccc(C)cc2)c1,0,-20,-4.1,17,.,0,-1,4,-1,-0.2
CC(=O)Nc1ccc(C(=O)N(C2=NC(C)CS2)c2ccc(Cl)cc2)cc1 (centres undefined),-4,-16,-1.8,11,6,-1,-2,1,-1,0.9
CCC(=O)Nc1nn(CC(C)C)c2nc3ccc(C)cc3cc12,-2,-5,-0.3,1,-48,3,-3,-4,1,-0.6
CCCCN1CC(=O)N2[C@H]3c4cc(Br)ccc4OC[C@@H]3[C@H](C(=O)OCC)[C@]2(C)C1=O,0,-17,0.2,3,9,-2,-1,-10,-3,0.5
O=C(Nn1c(SCc2ccccc2F)nc2ccsc2c1=O)c1ccccc1,2,-7,-0.8,-37,9,-3,0,-14,.,-1.3
Cc1ccc(Cl)cc1N1CCN(S(=O)(=O)c2ccc3c(c2)CC(=O)N3C)CC1,-2,0,-1.0,1,?,-6,-1,-5,-5,-0.1
C[C@H](NC(=O)c1ccc2ccccc2c1)C(=O)N1CCC2(CC1)NCCc1[nH]cnc12,-4,-4,-2.4,4,9,1,-1,-10,-5,0.9
COc1ccc(NC(=O)c2cccc(N3C(=O)c4cccc([N+](=O)[O-])c4C3=O)c2)cc1,-4,-8,-0.9,-1,13,1,1,-2,-8,1.4
CCN(CC)S(=O)(=O)c1ccc(NC(=O)c2cc(=O)[nH]c3ccccc23)cc1,5,-21,-1.2,5,-13,2,1,-9,-4,0.5
CCCCC(CC)C(=O)Nc1cccc(SC)c1 (centres undefined),8,-17,-1.0,-7,5,-1,-5,-13,-8,0.5
Cn1cccc1C(=O)OCC(=O)c1cc2ccccc2o1,5,-11,-3.4,-4,8,-1,-3,-1,-2,-1.3
CCn1cc(C(=O)NC(C)C23CC4CC(CC(C4)C2)C3)cn1 (centres undefined),-1,2,0.0,6,24,0,1,-5,0,-4.0
CC(C)(C)c1ccc(S(=O)(=O)n2c(CN3CCOCC3)nc3ccccc32)cc1,-3,-1,-0.5,5,20,3,-2,-4,-2,0.9

Compound activity: PubChem BioAssay, several laboratories
